# Source: PubChem BioAssay
# PTHR1 ag: agonists of human PTHR1 parathyroid hormone receptor; HEK293 GP2 PTHR1 cells, GloSensor cAMP luminescence, 1 h; Potency, µM (top dose mostly 115 µM), for the others: at the highest dose activation, hits mostly activators; hit rate 0.075% among 410,000; AID 743266; further: potency means the concentration at half of the fitted maximal effect; nearly all actives have a fitted effect of over 55% in size; some results filed as inactive show a strong effect at the top dose; inactives centre near -15; many of its hits are not listed in these tables
# Target sequence (Q03431 whole entry, looked up): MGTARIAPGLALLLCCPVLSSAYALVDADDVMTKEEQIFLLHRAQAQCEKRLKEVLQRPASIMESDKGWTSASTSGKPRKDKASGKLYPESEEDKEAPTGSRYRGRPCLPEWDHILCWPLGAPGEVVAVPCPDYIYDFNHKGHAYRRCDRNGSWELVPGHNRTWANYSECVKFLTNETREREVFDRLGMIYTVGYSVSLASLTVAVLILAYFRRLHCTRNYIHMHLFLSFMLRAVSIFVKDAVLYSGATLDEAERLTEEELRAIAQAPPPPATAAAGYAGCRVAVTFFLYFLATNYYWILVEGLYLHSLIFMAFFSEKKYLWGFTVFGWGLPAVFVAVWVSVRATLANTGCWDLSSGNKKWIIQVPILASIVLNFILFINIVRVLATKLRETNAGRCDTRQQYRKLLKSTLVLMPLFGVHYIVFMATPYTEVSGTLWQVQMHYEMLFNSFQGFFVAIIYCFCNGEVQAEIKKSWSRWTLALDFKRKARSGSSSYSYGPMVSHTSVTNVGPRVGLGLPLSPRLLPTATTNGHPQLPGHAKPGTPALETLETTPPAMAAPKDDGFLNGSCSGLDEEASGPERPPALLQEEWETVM
#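 HEK-293-derived GP2 cells expressing PTHR1 and a GloSensor cAMP reporter, 3,000/well, plated overnight, given luciferin plus IBMX (each 0.5 mM as added) for 1 h at 37 °C, then compound for 1 h at 37 °C. Luminescence was read after 15 min at room temperature.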
# aSyn yeast inh: inhibitors of alpha-synuclein toxicity in yeast; Yeast expressing alpha-synuclein, growth rescue, BacTiter-Glo, 24 h; Potency, µM (top dose mostly 46.1 µM), inactives show top-dose growth rescue (activation), actives largely listed as activators; hit rate 0.14% among 370,000; AID 652106; further: potency means the concentration at half of the fitted maximal effect; % of control where 0% means no effect; nearly all actives have a fitted effect of over 65% in size
#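 Galactose-induced alpha-syn yeast (OD600=0.02, raffinose-pregrown) + pinned cpd, 24 hr, 30 deg C; growth by BacTiter-Glo luminescence. Growth restoration scores as activation.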
# TDP43 rescue: rescues yeast growth from TDP-43 toxicity. AID 652104. hit rate 1.8% among 410,000. Potency, µM (titrated, usually from 46.1 µM), inactives show at the top dose growth rescue (activation), usual class: activators. TDP-43 expressing yeast growth rescue, BacTiter-Glo, 24 h; further: potency means the concentration at half of the fitted maximal effect; % of control where 0% means no effect; nearly all actives have a fitted effect of over 50% in size
#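 Yeast expressing TDP-43 (pregrown in raffinose, seeded at OD600=0.02 in galactose medium) exposed to compounds 24 hr at 30 deg C. Growth read by BacTiter-Glo luminescence; rescue of toxicity appears as increased signal.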
# HEK293 tox: cytotoxicity counter-screen for GLP-1 receptor inverse agonists; HEK293 cAMP-luciferase reporter cells, luminescence, 24 h; AID 624418; hit rate 0.13% among 410,000; Potency, µM (doses to about 38.3 µM), without a hit: top-dose activity change, negative = inhibition, usual class: inhibitors;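 further: loss of luciferase light is scored as toxicity; potency means the concentration at half of the fitted maximal effect; on the % scale 0 is the no-effect control and ±100 the full control effect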
#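 Step one: seed cells (200 cells/uL, DMEM with 10% Nu serum, 1% pen-strep). Step two: 12-hour incubation at 37 deg C. Step three: pin 23 nL compound, incubate 24 hr. Step four: add luciferase reagent, read luminescence 12 min later.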
# MmCpn inh: blocks the Methanococcus maripaludis chaperonin Mm-Cpn; AID 504842; hit rate 0.031% among 330,000; purified Mm-Cpn ATPase, ADP Transcreener TR-FRET; Potency, µM (highest dose often 76.9 µM), for inactives: top-dose activity, negative = inhibition, hits mostly inhibitors; further: potency means the concentration at half of the fitted maximal effect; on the % scale 0 is the no-effect control and ±100 the full control effect; nearly all actives have a fitted effect of over 80% in size
#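 Purified archaeal chaperonin (25 nM final) was preincubated with compound for 10 min at 37°C, then ATP (10 uM final) was added for 30 min at 37°C in Tris pH 7.4/KCl/MgCl2/DTT buffer. ADP was quantified by HTRF Transcreener TR-FRET.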
# GLP1R inv ag: inverse agonists of human GLP-1 receptor; P43220; HEK293 GLP-1R CRE-luciferase, luminescence, 24 h; GLP-1R form is constitutively active; Potency, µM (titrated, usually from 38.3 µM), for the others: at the top dose activity change, negative = inhibition, most hits filed as inhibitors; hit rate 1.6% among 410,000; AID 624417; further: potency means the concentration at half of the fitted maximal effect; on the % scale 0 is the no-effect control and ±100 the full control effect; nearly all actives have a fitted effect of over 55% in size
# Target sequence (P43220 whole entry, looked up): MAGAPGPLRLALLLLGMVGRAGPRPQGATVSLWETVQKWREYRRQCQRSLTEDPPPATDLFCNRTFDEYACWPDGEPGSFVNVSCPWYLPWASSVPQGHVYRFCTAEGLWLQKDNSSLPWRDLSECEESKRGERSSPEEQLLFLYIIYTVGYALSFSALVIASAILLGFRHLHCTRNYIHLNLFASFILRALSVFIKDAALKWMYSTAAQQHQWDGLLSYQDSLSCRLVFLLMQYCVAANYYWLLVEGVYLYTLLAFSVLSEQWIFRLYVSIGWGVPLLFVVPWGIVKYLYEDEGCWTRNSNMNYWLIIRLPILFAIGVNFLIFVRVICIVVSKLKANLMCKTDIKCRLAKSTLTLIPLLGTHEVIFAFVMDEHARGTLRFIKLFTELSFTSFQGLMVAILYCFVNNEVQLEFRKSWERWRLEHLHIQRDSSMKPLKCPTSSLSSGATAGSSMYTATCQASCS
#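 Stable HEK293 clone (constitutively active GLP-1R + cAMP-response luciferase); 200 cells/uL plated, 12 h pre-culture, compound 24 hr, 37 deg C/5% CO2; detection reagent 12 min RT; luminescence.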
# FUS suppressor: rescues growth of FUS-expressing yeast; S. cerevisiae FUS-expressing, growth rescue, OD600, 24 h; Potency, µM (highest dose often 76.6 µM), for inactives: at the highest dose growth rescue (activation), actives largely listed as activators; hit rate 0.24% among 390,000;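 further: potency means the concentration at half of the fitted maximal effect; plate controls were DMSO vehicle for no effect and reference control for full effect; nearly all actives have a fitted effect of over 55% in size; some results filed as inactive show a strong effect at the top dose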
#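 Yeast expressing FUS under galactose induction, OD 0.005 in 2% galactose medium; compounds in a dilution series, 24 h at 30C. Growth rescue by absorbance at 600 nm; CP55940 positive control, DMSO negative.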
# Akt phos inh: blocks phosphorylation of Akt; AID 651550; hit rate 0.32% among 360,000; activity change, % for hits at 50 µM; Neuro2A IGF-stimulated pAkt S473 HTRF, 20 min; active compounds read low; in the data active means activity change below about -80%; inconclusive means mostly about -51% to -80%; further: on the % scale 0 is the no-effect control and ±100 the full control effect
#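 Single-point screen (50 µM final compound) in Neuro2A cells stimulated 20 min with 6 nM IGF at 37 deg C. After lysis, Ser473-phosphorylated Akt read by HTRF (ex 330 nm, em 615/665 nm) as the 665/615 ratio.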
# Abeta rescue: compounds reversing amyloid beta toxicity in yeast; yeast expressing A-beta42, growth rescue, OD600, 48 h; response scale: 0% DMSO, 100% iron-clioquinol control; Potency, µM (doses to about 46.1 µM), inactives show at the top dose growth rescue, usual class: activators; hit rate 0.063% among 410,000; AID 1347071; further: potency means the concentration at half of the fitted maximal effect; nearly all actives have a fitted effect of over 55% in size
#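 Growth rescue measured by 600 nm absorbance after 48 h yeast culture at 30 C with compound. Values normalized between DMSO and an equimolar ferric chloride plus clioquinol control.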
# The depositor's hits bear a star; i = inactive; ? = inconclusive; . = not tested or not shown; [ ] = another dose, or the depositor's remark. Unless noted, the call rests on the fitted dose curve; in most records, active means well fitted curve in the direction sought with a large enough effect; inconclusive means small, poorly fitted or top-dose-only effect, or another doubt; inactive means no such curve, though single readings can be large; an effect the other way counts as inactive or inconclusive.
# The opening 3 records, ahead of the listing:
1) CCC(C)n1c(=N)c(C#N)cc2c(=O)n3cc(C)ccc3nc21 (stereo not drawn)
2) CCOC(=O)N1CCC(NC(=O)c2cnn(-c3ccc(OC)cc3)c2C2CCN(C(=O)OC(C)(C)C)CC2)CC1
3) COc1ccc(CN(CC(=O)NCc2ccc(F)cc2)C(=O)CCC(=O)Nc2cc(C)ccn2)cc1

Screen / compound no.,1,2,3
FUS suppressor,-18%,39%,18%
HEK293 tox,38%[activator],-9%,1%
TDP43 rescue,8%,13%,-20%
aSyn yeast inh,1%,.,1%
MmCpn inh,-11%,.,2%
GLP1R inv ag,5%,14%,-6%
Akt phos inh,i,.,i
Abeta rescue,12%,10%,-1%
PTHR1 ag,-1%,i,i

# Results, from the first entry:
1) CCC(C)n1c(=N)c(C#N)cc2c(=O)n3cc(C)ccc3nc21 (stereo not drawn)
2) CCOC(=O)N1CCC(NC(=O)c2cnn(-c3ccc(OC)cc3)c2C2CCN(C(=O)OC(C)(C)C)CC2)CC1
3) COc1ccc(CN(CC(=O)NCc2ccc(F)cc2)C(=O)CCC(=O)Nc2cc(C)ccn2)cc1
4) O=C(N/N=C/c1ccco1)C12CC3CC(CC(C3)C1)C2
5) CC1OC(=O)c2cc3ccccc3nc21 (stereo not drawn)
6) NC(=O)c1ccc(NC(=O)CSc2nnc(-c3ccccn3)n2N)cc1
7) CC(C)c1ccc(S(=O)(=O)N2CCN(C(=O)c3cccc(F)c3)CC2)cc1
8) CCN(CC)c1ccc(C2C(C(N)=O)=C(C)Nc3nc(SCc4ccccc4Cl)nn32)cc1 (stereo not drawn)
9) O=C(CSc1oc(-c2ccc(F)cc2)nc1S(=O)(=O)c1ccc(Br)cc1)NC1CCCCC1
10) COc1ccc(CNC(=O)COC(=O)c2ccc(Br)c(S(=O)(=O)N3CCOCC3)c2)cc1

Screen / compound no.,1,2,3,4,5,6,7,8,9,10
FUS suppressor,-18%,39%,18%,-17%,-14%,1%,27%,24%,-15%,36%
HEK293 tox,38%[activator],-9%,1%,2%,7%,-18%,-4%,4%,-7%,-16%
TDP43 rescue,8%,13%,-20%,-8%,23%,-3%,-4%,-7%,12%,12%
aSyn yeast inh,1%,.,1%,1%,-2%,-2%,1%,.,.,7%
MmCpn inh,-11%,.,2%,0%,.,-9%,-2%,.,.,0%
GLP1R inv ag,5%,14%,-6%,-21%,5%,-3%,?,4%,8%,-8%
Akt phos inh,i,.,i,i,i,i,i,.,.,i
Abeta rescue,12%,10%,-1%,3%,-9%,9%,4%,-13%,-23%,17%
PTHR1 ag,-1%,i,i,i,-2%,i,-7%,-22%,-27%,-23%

11) COc1ccccc1C(=O)NCCC(=O)NCC(c1ccc(F)cc1)N1CCOCC1 (stereo not drawn)
12) CC(C)CC1NC(=O)N(CC(=O)Nc2ccc(OC(F)F)cc2)C1=O (stereo not drawn)
13) CC(C)(C)NC(=O)C1CCN(c2ccc(S(=O)(=O)N3CCOCC3)cc2Cl)CC1
14) COc1ccc(Cl)c(Cn2c(NCCCN(C)C)nc3c2c(=O)n(C)c(=O)n3C)c1
15) COc1ccc(Cn2cc(C(=O)c3ccc(C)cc3)c(=O)c3cc(OC)c(OC)cc32)cc1
16) O=C(OCC(=O)N1CCN(C(=O)c2ccco2)CC1)c1ccccc1Cc1ccccc1
17) O=C(CS(=O)(=O)c1ccccc1)Nc1ccc(Br)cn1
18) CCCN1CCC(=NNC(=O)CSc2cc(C)c(Br)cc2C)CC1
19) O=C(Nc1cccc(S(=O)(=O)N2CCCCC2)c1)C1CC(=O)N(c2ccc3c(c2)OCCO3)C1 (stereo not drawn)
20) COc1cccc(-c2csc3nc[nH]c(=O)c23)c1

Screen / compound no.,11,12,13,14,15,16,17,18,19,20
FUS suppressor,-6%,-1%,-1%,.,11%,?,.,.,?,11%
HEK293 tox,-21%,0%,-2%[7.66 µM],13%,-11%,2%,-6%,-6%,3%,19%
TDP43 rescue,6%,-3%,-9%,14%,11%,1%,-4%,25%,3%,7%
aSyn yeast inh,-1%,1%,0%,4%,.,18%,-11%,-2%,6%,-1%
MmCpn inh,2%,-2%,2%,-1%,.,0%,0%,-6%,-4%,-1%
GLP1R inv ag,-9%,-17%,6%[7.66 µM],0%,-6%,2%,-19%,16%,-20%,19%
Akt phos inh,i,i,i,i,.,i,i,i,i,i
Abeta rescue,4%,4%,13%,6%,3%,3%,-6%,-4%,13%,11%
PTHR1 ag,i,0%,-1%,i,-51%,-19%[57.5 µM],i,i,-24%,-2%[57.5 µM]

21) CN1CCN(C(=O)CSc2cc(=O)n(C)c3ccccc23)CC1
22) COc1ccc(NC(=O)Nc2nnc(N(C)C3CCCCC3)s2)c(OC)c1
23) Cc1ccc(-n2c(SCC(=O)NCc3ccco3)nc3sc4c(c3c2=O)CC(C)(C)SC4)cc1
24) Cc1cnc(C(=O)OCC(=O)Nc2cc(S(=O)(=O)N3CCOCC3)ccc2Cl)cn1
25) N#C/C(=C\c1ccc(F)c(Br)c1)C(=O)NC1CC1
26) COc1ccc(/C=C/C(=O)Oc2ccc(/C=N/NC(=O)c3ccncc3)cc2)cc1
27) O=C(NCc1ccc(Cl)cc1)C1CCN(S(=O)(=O)c2ccc3c(c2)CCCN3C(=O)C2CCC2)CC1
28) CC1CCCC(NC(=O)COC(=O)Cc2ccc(Cl)cc2)C1C (stereo not drawn)
29) CC1CN(CC(=O)Nc2ccc(Br)cn2)CC(C)O1 (stereo not drawn)
30) COc1ccc2ncc3c(-c4ccc(C)c(C)c4)nn(CC(=O)Nc4ccccc4)c3c2c1

Screen / compound no.,21,22,23,24,25,26,27,28,29,30
FUS suppressor,14%,41%,28%,.,-19%,32%,44%,38%,17%,-9%
HEK293 tox,1%,-4%,-12%,-6%,-4%,-1%,-12%,0%,-5%,6%
TDP43 rescue,12%,0%,-3%,-2%,?,5%,23%,19%,-9%,?
aSyn yeast inh,-7%,.,1%,0%,?,4%,.,0%,-2%,.
MmCpn inh,-2%,.,-3%,0%,-3%,1%,.,1%,1%,.
GLP1R inv ag,15%,?,0%,4%,-5%,-11%,?,7%,-2%,8%
Akt phos inh,i,.,i,i,i,i,.,i,i,.
Abeta rescue,0%,13%,5%,-2%,?,-5%,-2%,16%,5%,-11%
PTHR1 ag,-11%,i,i,i,-33%[inhibitor],i,-17%,-64%[inhibitor],-27%,i

31) CS(=O)(=O)c1ccc(C(=O)NCc2ccc(F)cc2)cc1
32) O=C(c1cccc(S(=O)(=O)N2CCCCC2)c1)N(CCc1ccccc1)Cc1ccccc1
33) Cc1ccc(NS(=O)(=O)c2ccc(C(=O)N3CCCCCC3)cc2)cc1
34) CCOC(=O)[C@]12CCC=C1N(Cc1ccc3c(c1)OCO3)C(=O)[C@H](CC(=O)NCCCN1CCCC1=O)C2
35) COc1ccc(C(CNC(=O)COc2ccccc2OC)N(C)C)cc1OC (stereo not drawn)
36) CCCCC(=O)NC(=S)NNS(=O)(=O)c1ccccc1
37) O=C(CSc1nc2ncc(Cl)cc2[nH]1)Nc1ccccc1-c1ccccc1
38) O=C(C[n+]1cc(-c2ccc(Cl)cc2)n2c1CCC2)Nc1nc(-c2ccccc2)cs1
39) CCN(CC)C(=O)c1ccc(COc2ccccc2Cl)o1
40) NS(=O)(=O)c1ccc(CNC(=O)Cc2cccs2)cc1

Screen / compound no.,31,32,33,34,35,36,37,38,39,40
FUS suppressor,0%,28%,.,7%,30%,7%,?,?,14%,21%
HEK293 tox,14%,-2%,-15%,-2%,10%,-20%,?,5%,-11%,-4%
TDP43 rescue,4%,16%,19%,2%,9%,-7%,-6%,-3%,9%,-12%
aSyn yeast inh,3%,-3%,1%,-2%,1%,-15%,0%,-18%,8%,0%
MmCpn inh,-1%,-1%,0%,.,-3%,-2%,1%,0%,1%,-17%
GLP1R inv ag,14%,?,-21%,2%,1%,1%,?,2%,?,-4%
Akt phos inh,i,i,i,i,i,i,i,i,i,i
Abeta rescue,12%,5%,15%,-5%,9%,-7%,18%,11%,-14%,-15%
PTHR1 ag,-1%,i,-24%,-25%,4%[57.5 µM],i,-46%[inhibitor],-4%,-14%,i

41) Nc1nnc(CC(=O)N/N=C/c2ccccc2OCc2ccc(F)cc2)s1
42) COc1ccc(S(=O)(=O)N(C)c2ccc(C(=O)NCc3ccco3)cc2)cc1
43) CCOC(=O)/C(C#N)=C\c1c(C)cc(C)c(COC(C)=O)c1C
44) CCOC(=O)n1c(O)c(N=NC(N)=S)c2cc(C)ccc21
45) CN(C)S(=O)(=O)N1CCC(Oc2cccc(C(=O)NC3CCOC3)c2)CC1 (stereo not drawn)
46) Cc1cc([N+](=O)[O-])ccc1NCc1ccccc1[N+](=O)[O-]
47) N#Cc1ccc(C(=O)Nc2ccc([N+](=O)[O-])cc2)c(F)c1

Screen / compound no.,41,42,43,44,45,46,47
FUS suppressor,2%,.,11%,5%,.,2%,-9%
HEK293 tox,?,-11%,10%,2%,-5%,2%,-25%
TDP43 rescue,-19%,24%,12%,-12%,3%,0%,-10%
aSyn yeast inh,-1%,8%,-5%,0%,-10%,1%,-1%
MmCpn inh,-2%,5%,-1%,-1%,-9%,1%,3%
GLP1R inv ag,-23%,-19%,3%,3%,10%,-2%,1%
Akt phos inh,i,i,i,i,i,i,i
Abeta rescue,-21%,11%,-7%,-2%,-4%,13%,-5%
PTHR1 ag,i,-29%,-15%,i,i,-21%,-10%

# This is a subset; the hit share may differ from the screen's.
